# FLuc stim CS: affects firefly luciferase, flagging false hits in luciferase stimulation screens | ATPlite luciferase biochemical, luminescence, 10 min; 0 = ATP-free wells, 1 = DMSO control | 200,000 tested, under 10 active | activation factor at 10 µM | AID 1027;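 active = luciferase activation factor, scaled between plate controls, of at least 2 with compound at 10 µM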
# Target sequence (P08659 whole entry, looked up): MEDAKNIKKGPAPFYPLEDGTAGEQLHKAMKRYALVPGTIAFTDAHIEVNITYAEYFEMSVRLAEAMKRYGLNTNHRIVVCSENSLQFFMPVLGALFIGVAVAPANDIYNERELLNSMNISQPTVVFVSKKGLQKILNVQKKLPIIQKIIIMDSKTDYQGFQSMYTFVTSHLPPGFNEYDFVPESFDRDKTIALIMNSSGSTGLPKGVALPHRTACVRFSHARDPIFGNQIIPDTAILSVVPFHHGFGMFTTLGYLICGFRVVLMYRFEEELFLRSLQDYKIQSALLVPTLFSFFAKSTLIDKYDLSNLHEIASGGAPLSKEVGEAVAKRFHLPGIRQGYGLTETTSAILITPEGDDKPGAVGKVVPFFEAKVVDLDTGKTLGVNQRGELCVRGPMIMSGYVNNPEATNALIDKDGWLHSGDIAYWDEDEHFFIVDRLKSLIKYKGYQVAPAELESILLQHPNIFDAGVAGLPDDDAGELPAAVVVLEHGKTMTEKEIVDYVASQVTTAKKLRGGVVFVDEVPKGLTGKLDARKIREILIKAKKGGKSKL
#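 Assay system: Luciferase/luciferin detection reagent, cell-free biochemical luciferase assay / Also added: ATP substrate / Schedule: 10 min at ambient temperature / Measured by: luminescence measurement of luciferase light output / Benchmarks: low control with PBS replacing ATP, high control enzyme plus ATP without compound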
# APP 5UTR inh: APP translation inhibition. AID 1285. inhibition, % at 2 µM. SH-SY5Y APP 5'UTR-luciferase reporter, luminescence. 190,000 tested, 0.82% active;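 active = inhibition above a set limit, derived from the sample mean plus 3 SD, cut at about 45% in these data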; also: values of inactives mirror those of a sister screen read the other way
# STAT1 activator: activators of IFN-gamma induced STAT1 signaling; NIH 3T3 STAT1-luciferase reporter, luminescence; 100% = IFN-gamma alone, no compound; activation (% of control), % at 5.5 µM; 200,000 tested, 2.6% active; AID 932;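 active = activation above the screen-wide mean activation plus 3 SD, cut at about 130% in these data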;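 also: raw ratio to IFN-gamma control signal so 100% means no change and 0% no light; values of inactives mirror those of a sister screen read the other way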
# HMGR II inh: E. faecalis class II HMG-CoA reductase inhibition | purified E. faecalis HMGR, NADPH absorbance 340 nm kinetic | inhibition, % at 10 µM | 190,000 tested, 0.41% active;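 active = inhibition above a set limit, the median over all tested compounds plus 3 SD, cut at about 9.5% in these data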;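 also: enzyme runs in reverse so mevalonate oxidation gives rising NADPH absorbance; 0% = complete reaction with DMSO and 100% = background rate lacking mevalonate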
# G6PDH CS: inhibits Leuconostoc G6PDH, flagging false hits in G6PDH-based assays; Purified L. mesenteroides G6PDH, diaphorase/resazurin coupled fluorescence, 45 min; inhibition, % at 5 µM; AID 1020; 200,000 tested, 0.12% active; in the data active = inhibition above about 50%
# DTT redox prof: compounds producing H2O2 with reducing agent – biochemical, NIH compound library profiling, artefact control for MLSCN library redox annotation, primary screen; DTT-dependent redox cycling H2O2, phenol red/HRP absorbance; 100% = 100 µM peroxide control, 0% = buffer; activation, % at 10 µM; 200,000 tested, 0.03% active; AID 878;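 active = activation of at least 50% relative to the plate's high and low controls in the primary single-dose screen; inactive = activation below 50%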;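 also: compound incubated with DTT at 0.8 mM final as the reducing agent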
# APP 5'UTR act: activates APP 5'UTR luciferase reporter. activation, % at 2 µM. AID 1276. SH-SY5Y APP 5'UTR luciferase reporter, luminescence; zero percent = DMSO vehicle wells. 190,000 tested, 1% active;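 active = activation above a set limit, based on mean plus 3 SD of controls, cut at about 140% in these data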; also: values of inactives mirror those of a sister screen read the other way
# Hsp70 activator: switches on Hsp70 transcription; 200,000 tested, 0.04% active; activation, % at 10 µM; HeLa Hsp70 promoter luciferase reporter, luminescence; scaled: vehicle 0, proteasome-inhibitor control 100%;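 active = activation above the mean across all tested compounds plus 3 SD, cutoff set per campaign, cut at about 5.5% in these data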;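 also: 100% = MG132 at 30 µM as the positive control and 0% = DMSO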
# NF-kB expr up: raises NF-kB expression in human neuronal cells | NF-kB reporter expression; active compounds read high | fold change at 12.5 µM | 190,000 tested, 1.6% active | AID 1239; in the data active = fold change above about 3.3
# FLuc inhib CS: inhibits firefly luciferase, flagging false hits in luciferase inhibition screens; 200,000 tested, 1.5% active; P08659; inhibition, % at 10 µM; ATPLite firefly luciferase biochemical luminescence, 10 min; AID 1006;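 active = inhibition above about 50% when tested at 10 µM, limit read from the data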
# * hit, by the source's call; . = no result given.
FLuc stim CS	APP 5UTR inh	STAT1 activator	HMGR II inh	G6PDH CS	DTT redox prof	APP 5'UTR act	Hsp70 activator	NF-kB expr up	SMILES	FLuc inhib CS
1.1	92.0*	103.4	2.1	-1.1	0.3	-92.0	0.6	2.98	CCCOC(=O)c1[nH]c2c(c1C)C(=O)CC(c1cccs1)C2 (stereo unspecified)	-5.3
0.9	-8.2	105.7	-3.1	-6.0	-0.2	8.2	0.0	1.1	COc1ccc(/C=N/NC(=O)CO/N=C(\C)c2cccs2)cc1	6.2
1	5.7	91.1	-8.0	-0.6	-0.6	-5.7	-0.3	1.1	O=C(Oc1ccc2c(-c3ccccc3)cc(=O)oc2c1)c1cccs1	-2.4
1	2.3	96.4	-6.2	12.7	-0.4	-2.3	-0.3	1.01	CCSC1=NCCN1S(=O)(=O)c1ccccc1	2.7
0.9	-17.4	121.0	0.5	-0.2	-0.3	17.4	0.0	1.24	C/C(=N\NC(=O)c1csc(C)c1C)c1ccc(C)s1	7.3
1	4.2	104.9	-5.4	-2.7	-0.5	-4.2	-0.3	1.16	COc1ccc2[nH]c3c(=O)n(/N=C/[C@H]4C(C)C=C(C)CC4C)c(=O)[nH]c3c2c1 (stereo partly specified)	-3.7
1	-47.0	137.7*	0.1	0.3	1.6	47.0	0.6	1.41	Cc1ccc(-c2nnc(SCC(C)C)n2C)cc1	1.8
1.1	4.0	93.5	-4.4	0.3	2.8	-4.0	-0.4	0.57	CCc1cc2c(N3CCN(c4ccccc4)CC3)ncnc2s1	-5.4
1.1	5.1	90.9	-2.9	7.7	2.1	-5.1	-0.1	0.81	Cc1ccc(CN=C(Nc2ccccc2)NC2CCCCC2)cc1	-6.0
1.1	-0.8	95.4	-4.0	-0.7	-1.0	0.8	-0.3	0.95	COc1ccc(-n2c(Cc3cc(=O)[nH]c(=O)[nH]3)nnc2SCC(=O)Nc2cc(C(F)(F)F)ccc2Cl)cc1	-7.5
1	6.0	103.4	-9.3	14.6	-2.8	-6.0	-0.3	1.24	O=C(O)c1cccc(NS(=O)(=O)c2cccc3cccnc23)c1	-3.6
1	-0.1	112.1	2.9	3.1	-0.5	0.1	0.1	0.65	CCc1nnc(NC(=O)c2cc(S(=O)(=O)N3CCCCC3)ccc2N2CCOCC2)s1	-3.1
1	-11.5	84.3	-3.6	5.4	0.3	11.5	-0.1	1.3	Cc1ccc(CNC(=O)c2csc3c2CCCCC3)cc1	-2.0
0.9	-19.1	117.2	-2.7	0.9	-1.4	19.1	-0.2	1.15	O=[N+]([O-])c1ccc(Oc2cnc3ccccc3n2)cc1	7.1
1	-0.1	109.5	0.7	5.9	0.1	0.1	0.1	1.06	CCOc1ccc2nc(SCCNS(=O)(=O)c3ccccc3)sc2c1	-4.3
1.1	-8.5	103.6	-1.4	-15.9	-2.3	8.5	0.6	0.9	CCN(CC)C(=O)c1cn(CC)c(=O)c2cc(OC)c(OC)cc12	-10.1
1	-8.0	95.5	-0.4	4.0	0.1	8.0	-0.1	1.13	CCSc1nc2c(c(=O)[nH]1)C(c1ccc(C)cc1)C1=C(CCCC1=O)N2 (stereo unspecified)	-3.8
1.1	-2.5	92.5	-2.4	6.6	-0.6	2.5	0.0	0.9	CCCn1c(=NC(C)=O)c(C(=O)OCC)cc2c(=O)n3ccccc3nc21	-8.7
1	-5.4	96.7	-0.9	1.4	-0.2	5.4	-0.1	1.09	COc1ccccc1NC(=S)N(Cc1cccnc1)Cc1ccccc1Cl	-2.4
1	-30.1	98.3	-0.7	-18.6	0.2	30.1	-0.2	0.73	COc1ccc(NC(=O)Cc2coc3cc(C)c(C(C)C)cc23)cc1S(=O)(=O)N1CCOCC1	-1.7
1	-3.4	99.9	-11.0	-1.9	-0.1	3.4	-0.1	1.16	COc1ccc(Cc2nnc(-c3cccc(C)c3)o2)cc1OC	2.6
1.1	30.0	98.0	-3.6	-4.7	0.0	-30.0	-0.1	1.21	NC(CSCc1ccccc1Cl)C(=O)O (stereo unspecified)	-5.1
1	-3.4	101.9	-7.3	5.2	-0.9	3.4	-0.2	1.23	Cc1ccc(N2C(N)=NC(N)=NC2(C)C)c(C)c1	-2.8
1	.	127.6	-2.6	-2.1	-0.1	.	0.2	1.19	O=c1c2cc(N3CCOCC3)ccc2[nH]c(=S)n1Cc1ccc(Cl)cc1	-2.0
1	0.4	101.3	-6.2	8.8	-0.2	-0.4	0.0	1.04	CCn1cc(C(=O)Nc2ccc(C)cc2C)c(=O)c2ccc(C)nc21	-3.9

# Remaining list, next part.
FLuc stim CS	APP 5UTR inh	STAT1 activator	HMGR II inh	G6PDH CS	DTT redox prof	APP 5'UTR act	Hsp70 activator	NF-kB expr up	SMILES	FLuc inhib CS
1	-51.9	133.5*	-3.4	-7.4	0.1	51.9	5.2	1.6	Cc1ccc(CNC(=O)CSc2ccsc2[N+](=O)[O-])cc1	-3.5
1	-6.9	100.4	-6.2	8.2	-0.1	6.9	-0.3	1.07	CCCc1cc(=O)[nH]c(SCC(=O)N2CCN(S(=O)(=O)c3ccc(Cl)cc3)CC2)n1	-4.9
1	16.6	97.6	0.8	5.0	-0.1	-16.6	-0.1	1.05	O=C(COC(=O)c1ccc(Br)o1)Nc1ncc(Cl)cc1Cl	1.4
1.1	-4.9	97.7	-5.9	11.0	-0.7	4.9	-0.1	1.17	COC(=O)C(Cc1ccccc1)N1CCS(=O)(=O)CC1 (stereo unspecified)	-10.4
1.1	18.1	96.1	-1.4	-4.0	-0.8	-18.1	-0.2	1.07	O=C(COc1ccc(Cl)cc1)OCC(=O)N1CCCC1	-7.3
1	-24.2	97.4	4.3	2.7	0.4	24.2	0.5	1.17	CC(Sc1ccccc1)C(=O)NN=C1CCCCCCC1 (stereo unspecified)	-4.3
1	-13.9	97.4	-7.3	5.9	2.1	13.9	-0.1	1.11	CC(C)Cc1nnc(NC(=O)CSc2nc(O)c(Cc3ccccc3)c(=O)[nH]2)s1	0.9
1.1	-15.1	97.9	-4.8	6.0	-0.3	15.1	0.0	0.97	CC(C(N)=O)N1c2cccc3cccc(c23)S1(=O)=O (stereo unspecified)	-5.3
1	6.3	101.0	-2.2	15.5	-0.5	-6.3	1.1	1.05	CCCCn1c(=N)n(CC(=O)O)c2ccccc21	-1.0
1	-4.5	94.7	-1.9	5.9	0.7	4.5	-0.2	1.04	O=S(=O)([N-]c1nc2ccccc2nc1-[n+]1ccccc1)c1ccc(Cl)cc1	-4.6
1	-3.7	96.4	-6.3	-3.9	0.1	3.7	-0.2	1.11	COc1ccccc1CNC(=O)c1ccc(OCC2CCCO2)cc1 (stereo unspecified)	3.6
1.1	3.5	95.3	0.0	-5.7	-2.3	-3.5	-0.2	1.17	CCNc1nc(NC(C)C)nc(Nn2cnnc2)n1	-5.8
1	-25.6	100.2	2.5	1.9	3.6	25.6	-0.4	1.74	CCNC(=O)/C(=C/c1ccc2c(c1)OCO2)NC(=O)c1ccc(Br)cc1	2.4
1	-13.7	107.6	-2.7	9.2	0.0	13.7	0.4	0.98	O=C(Nc1cccc(S(=O)(=O)N2CCOCC2)c1)c1ccc(Cl)c([N+](=O)[O-])c1	3.8
1.1	-9.2	95.0	0.0	4.5	-2.2	9.2	-0.2	1.05	Cc1ccc(S(=O)(=O)N(CC(=O)NCc2ccncc2)C2CCCCC2)cc1	-5.1
1.1	-25.3	105.4	-1.1	12.7	0.5	25.3	-0.4	1.35	NC(=S)N/N=C/c1ccc(-c2cc(Cl)c(Cl)cc2Cl)o1	-7.4
1	-3.5	97.7	-1.8	6.9	-1.2	3.5	-0.3	1.07	CC1Cc2ccccc2N1S(=O)(=O)c1c(N)n(C)c(=O)n(C)c1=O (stereo unspecified)	-4.5
1	8.1	94.0	-1.8	3.0	0.4	-8.1	-0.2	1.08	CCC(C(=O)Nc1ccccc1)c1ccccc1 (stereo unspecified)	-1.9
1.1	-19.4	97.8	-1.5	-15.7	-1.5	19.4	-0.1	1.22	Cc1cc(NC(=O)CSc2nnc(-c3ccco3)o2)no1	-6.7
1	-1.4	99.9	0.1	-2.9	-0.4	1.4	-0.4	1.11	O=C(COC(=O)C1=COCCO1)NC(=O)c1ccc(OC(F)F)cc1	-3.7
1.1	-17.3	101.0	2.7	2.5	-3.8	17.3	0.1	1.12	CCOc1ccc(NC(=O)C(CC(=O)O)Cc2ccccc2)cc1 (stereo unspecified)	-9.2
1	-0.1	103.4	-4.6	4.3	-0.1	0.1	-0.1	0.95	CCCCN(CC)C(=O)c1ccccc1Oc1ccccc1	-1.4
1	1.1	99.0	-0.9	3.1	1.8	-1.1	0.3	1.05	CCCCCc1c(O)c2ccccc2[nH]c1=O	-1.5
1.1	-14.5	101.3	0.4	-11.3	0.6	14.5	-0.3	1.13	Cc1ccc(SCC(=O)Nc2ccc(F)cc2[N+](=O)[O-])cc1C	-6.6
1	-2.7	94.2	0.8	12.8	-0.6	2.7	-0.1	1.04	COc1ccc(Br)c2oc(SC)cc(=O)c12	0.5

# Reformatted: 3 of the compounds above.
canonical_smiles,FLuc stim CS,APP 5UTR inh,STAT1 activator,HMGR II inh,G6PDH CS,DTT redox prof,APP 5'UTR act,Hsp70 activator,NF-kB expr up,FLuc inhib CS
Cc1ccc(CNC(=O)CSc2ccsc2[N+](=O)[O-])cc1,1,-51.9,133.5*,-3.4,-7.4,0.1,51.9,5.2,1.6,-3.5
CC(C(N)=O)N1c2cccc3cccc(c23)S1(=O)=O (stereo unspecified),1.1,-15.1,97.9,-4.8,6.0,-0.3,15.1,0.0,0.97,-5.3
CCOc1ccc(NC(=O)C(CC(=O)O)Cc2ccccc2)cc1 (stereo unspecified),1.1,-17.3,101.0,2.7,2.5,-3.8,17.3,0.1,1.12,-9.2

# Next entries
FLuc stim CS	APP 5UTR inh	STAT1 activator	HMGR II inh	G6PDH CS	DTT redox prof	APP 5'UTR act	Hsp70 activator	NF-kB expr up	SMILES	FLuc inhib CS
0.9	18.0	100.0	-2.4	3.1	0.2	-18.0	-0.5	1.22	COc1cccc(C(=O)Nc2ccc(S(=O)(=O)Nc3onc(C)c3C)cc2)c1	5.1
0.3	-79.8	114.1	-1.6	5.5	-0.7	79.8	0.0	1.13	Cc1ccc(/C=C/C(=O)Nc2ccc(N(C)C)cc2)o1	66.6*
1.1	7.2	99.2	-1.2	1.0	-1.5	-7.2	-0.2	0.93	CCOC(=O)Cn1nc(C)n(-c2ccc(Br)cc2)c1=O	-5.6
1	13.9	107.6	1.4	16.2	0.2	-13.9	0.0	0.85	CSc1ccc(N2CCN(CCCNC(=O)Nc3ccccc3F)CC2)cc1	-4.0
1	6.4	108.1	-4.3	3.8	-0.2	-6.4	-0.4	0.87	Cc1ccc(C(=O)O)cc1N1C(=O)CCCC1=O	-4.0
0.9	5.1	92.6	-3.0	13.7	-0.7	-5.1	0.2	1.07	CC1CC(C)CN(C(=O)/C=C/c2ccc([N+](=O)[O-])s2)C1 (stereo unspecified)	5.3
1	6.3	102.9	-6.8	-4.6	-1.9	-6.3	-0.1	1.15	O=C(c1ccco1)N1CCN=C1SCc1cccc(Cl)c1	-4.2
1	-8.2	104.0	1.5	16.1	-0.1	8.2	-0.2	1.11	CCOc1ccc(-c2[nH]ncc2Oc2ccccc2OC)c(O)c1	-4.0
1.1	-3.4	104.0	-25.1	15.2	2.6	3.4	-0.3	1.12	COn1c(SCc2ccc(C)cc2C)nc2ccccc2c1=O	-10.3
1.1	-3.5	103.4	-8.6	18.0	1.1	3.5	-0.4	1.28	CC(=O)Nc1ccc(OCC(O)Cn2nc(C)c(C(C)=O)c2C)cc1 (stereo unspecified)	-6.8
